bCat KO growth = beta-catenin-lacking colon tumor cell growth suppression; HCT116 beta-catenin knockout viability, CellTiter-Glo, 60 h; hits give low values; viability, % at 10 µM; hit rate 1.5% among 140,000; AID 818;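 active = viability at or under a set limit, the compound median less 4 SD, cut at about 6% in these data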;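 note: 0% = Hyamine 1622 control at 20 µM and 100% = untreated cell control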
E-sel TNF inh = blocks E-selectin expression induced by TNF alpha | HUVEC TNFa-induced E-selectin immunofluorescence, high content | inhibition, % at 2 µM | hit rate 0.71% among 120,000 | AID 1246;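 active = inhibition above the batch mean plus 3 SD, and confirmed as a hit on visual image review, cut at about 43% in these data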;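 note: 0% = TNF-stimulated DMSO wells and 100% = unstimulated control wells; not every result past the cut was called active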
NPY-Y2 antag = antagonists of human neuropeptide Y receptor Y2 | P49146 | inhibition, % at 2.7 µM | NPY-Y2 expressing cells, antagonist mode | hit rate 0.99% among 140,000 | AID 793; in the data active = inhibition above about 17%;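 note: 0% = vehicle with agonist challenge and 100% = reference antagonist with challenge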
Target sequence (P49146 whole entry, looked up): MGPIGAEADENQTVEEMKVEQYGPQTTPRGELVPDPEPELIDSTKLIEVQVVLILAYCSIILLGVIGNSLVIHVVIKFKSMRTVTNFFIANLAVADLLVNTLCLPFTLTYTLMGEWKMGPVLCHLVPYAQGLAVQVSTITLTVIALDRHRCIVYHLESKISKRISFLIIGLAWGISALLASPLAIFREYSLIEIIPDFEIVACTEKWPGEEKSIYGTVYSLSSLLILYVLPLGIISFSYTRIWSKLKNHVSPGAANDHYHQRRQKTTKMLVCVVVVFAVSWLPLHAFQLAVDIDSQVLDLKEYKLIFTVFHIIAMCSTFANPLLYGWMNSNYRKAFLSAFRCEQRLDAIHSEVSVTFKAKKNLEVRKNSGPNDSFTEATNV
Yeast growth inh = chemicals that inhibit yeast BB579 growth in restrictive medium (lifespan-shortening candidates); S. cerevisiae BB579 growth, OD615, 48 h; inhibition, % at 10 µM; hit rate 0.51% among 140,000;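 active = inhibition above a set limit, 3 SD over the mean compound inhibition, cut at about 44% in these data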; note: inactives centre near -24
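controls = amphotericin B 10 µg/mL, positive | assay system = DeaD yeast strain BB579 | schedule = 48 h compound exposure at 30 °C after 4 h preincubation | detection = OD615 turbidity measurement | medium = restrictive CSMM-D medium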
PTEN del growth = PTEN-deleted cell growth suppression; AID 827; HCT116 PTEN-null viability, CellTiter-Glo, 60 h; hits give low values; hit rate 1.2% among 140,000; viability, % at 10 µM;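 active = viability at or below a set limit, 4 SD under the median of all tested compounds, cut at about 3.7% in these data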;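 note: PTEN knockout HCT116 line with beta catenin targeted HCT116 as companion control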
MRP-1 activ = activates MRP-1 | H69AR cells + doxorubicin, viability rescue, CellTiter-Glo | viability increase, % at 10 µM | AID 799 | hit rate 0.61% among 140,000;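 active = viability gain under doxorubicin at or above a set limit, the compound median plus 3 SD, cut at about 4.7% in these data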;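 note: MRP-1 overexpressing cells given doxorubicin 25 µM after compound pretreatment; 18-22 h compound pretreatment then 72 h with doxorubicin before readout; 0% = doxorubicin-only wells and 100% = vehicle-treated cells without doxorubicin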
Phagocytosis inh = macrophage phagocytosis inhibition. J774A.1 macrophage IgG-bead phagocytosis, imaging. inhibition, % at 5 µM. hit rate 0.07% among 110,000;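 active = inhibition above the mean of the plate negative controls plus 5 SD, cut at about 13% in these data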;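 note: phagocytic index as fraction of beads internalized from green versus red external bead signal; plate controls were DMSO negative control for no effect and cytochalasin-D positive control for full effect; some results beyond the cut were filed as inactive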
Yeast lifespan up = extends the lifespan of yeast; S. cerevisiae growth with nicotinamide, OD615; deaD strain in restrictive glucose medium; inhibition of the nicotinamide effect, % at 10 µM; hit rate 0.68% among 130,000;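 active = inhibition above a set limit, placed 3 SD over the median of all compounds, cut at about 26% in these data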;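 note: 0% = nicotinamide-treated wells and 100% = cells grown without nicotinamide; some compounds called inactive have numbers as strong as hits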
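Test system – modified budding yeast, DeaD strain · Compound – single dose 10 µM compound, 0.25% DMSO · Times – culture preincubation 4 h, compound exposure 48 h, both 30 °C · Detection – optical density (absorbance) at 615 nm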
GALR2 antag = antagonists of human galanin receptor 2 (GALR2) | hit rate 0.39% among 140,000 | GALR2-expressing cells, antagonist mode | AID 828 | inhibition, % at 4 µM | O43603; in the data active = inhibition above about 27%;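 note: cells stimulated with galanin 1-16 at roughly its EC80; 0% = agonist challenge control and 100% = basal control without agonist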
Target sequence (O43603 whole entry, looked up): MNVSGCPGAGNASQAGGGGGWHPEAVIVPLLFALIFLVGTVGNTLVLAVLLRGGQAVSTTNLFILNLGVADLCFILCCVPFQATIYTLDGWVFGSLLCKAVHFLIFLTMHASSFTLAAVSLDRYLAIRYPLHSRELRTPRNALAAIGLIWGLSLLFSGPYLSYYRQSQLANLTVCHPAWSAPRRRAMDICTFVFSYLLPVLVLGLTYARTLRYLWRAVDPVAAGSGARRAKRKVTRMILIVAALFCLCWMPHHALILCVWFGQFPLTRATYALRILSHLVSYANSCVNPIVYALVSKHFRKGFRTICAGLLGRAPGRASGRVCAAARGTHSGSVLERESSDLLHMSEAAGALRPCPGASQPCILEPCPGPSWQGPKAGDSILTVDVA
Measles CPE = protection of cells from measles virus; Measles virus-infected cells, CPE protection, absorbance; protection (pct of control), % at 4 µM; hit rate 1.5% among 140,000; in the data active = protection mostly above about 24%, no sharp cut-off; inactive = mostly below about 26%; note: some compounds called inactive have numbers as strong as hits
The depositor's hits bear a star.

What do the screens show for `Cc1nn(C)c(C(=O)Nc2ccn(C34CC5CC(CC(C5)C3)C4)n2)c1[N+](=O)[O-]`?
bCat KO growth: 71; NPY-Y2 antag: -1; Yeast growth inh: -16; PTEN del growth: 78; MRP-1 activ: -3.0; Phagocytosis inh: 1; Yeast lifespan up: -3; GALR2 antag: 0; Measles CPE: 2

What do the screens show for `CCc1ccc(C2=CC(c3cc(Br)ccc3F)n3ncnc3N2)cc1` (stereo not given)?
bCat KO growth: 79; E-sel TNF inh: -18; NPY-Y2 antag: 7; Yeast growth inh: -52; PTEN del growth: 98; MRP-1 activ: -3.7; GALR2 antag: -5; Measles CPE: 10

What do the screens show for `O=C(CCn1c(=O)sc2ccccc21)NCCC1=CCCCC1`?
bCat KO growth: 93; Yeast growth inh: -21; PTEN del growth: 102; MRP-1 activ: -2.7; Phagocytosis inh: 2; Measles CPE: 6

Results for CCc1nnc(NC(=O)c2ccc(-c3cc(C(F)(F)F)ccc3Cl)o2)s1 ?
bCat KO growth: 95; E-sel TNF inh: -6; NPY-Y2 antag: 0; Yeast growth inh: -46; PTEN del growth: 107; MRP-1 activ: -1.6; Phagocytosis inh: 2; Yeast lifespan up: -12; GALR2 antag: -5; Measles CPE: 15

How did Cc1ccccc1N1C(=O)c2ccccc2N2C(=O)c3ccccc3C12 (stereo not given) do in these assays?
bCat KO growth: 76; E-sel TNF inh: 1; NPY-Y2 antag: 23*; Yeast growth inh: -23; PTEN del growth: 75; MRP-1 activ: -3.9; Phagocytosis inh: 0; Yeast lifespan up: -1; GALR2 antag: -12; Measles CPE: 19

What do the screens show for `CC(C)c1ccc(/C=N/NC(=O)c2cccc(Cl)c2)cc1`?
bCat KO growth: 36; E-sel TNF inh: -2; NPY-Y2 antag: 8; Yeast growth inh: -44; PTEN del growth: 32; MRP-1 activ: -1.8; Phagocytosis inh: -2; Yeast lifespan up: -3; GALR2 antag: 8; Measles CPE: 3

How did O=C(/C=C/c1cccc2ccccc12)NCCC1=CCCCC1 do in these assays?
bCat KO growth: 77; E-sel TNF inh: -12; NPY-Y2 antag: 22*; Yeast growth inh: -24; PTEN del growth: 85; MRP-1 activ: 0.4; Phagocytosis inh: -2; Yeast lifespan up: -4; GALR2 antag: 4; Measles CPE: 14

Results for O=C(Nc1ncn[nH]1)C(F)(F)C(F)F ?
bCat KO growth: 100; E-sel TNF inh: -6; NPY-Y2 antag: 1; Yeast growth inh: -11; PTEN del growth: 104; MRP-1 activ: 0.8; Phagocytosis inh: 1; Yeast lifespan up: 13; GALR2 antag: 4; Measles CPE: 4

Results for CCCC(O)(CCC)C(=O)NN(C(=O)CCl)c1cccc(C)c1 ?
bCat KO growth: 39; E-sel TNF inh: 23; NPY-Y2 antag: 8; Yeast growth inh: -26; PTEN del growth: 33; MRP-1 activ: -5.0; Phagocytosis inh: -3; Yeast lifespan up: 0; GALR2 antag: 24; Measles CPE: 18

How did CCOc1ccc(-c2nc(C#N)c(NCC(C)C)o2)cc1 do in these assays?
bCat KO growth: 101; NPY-Y2 antag: 4; Yeast growth inh: -20; PTEN del growth: 82; MRP-1 activ: 6.8*; Phagocytosis inh: 0; Yeast lifespan up: -20; GALR2 antag: -5; Measles CPE: 4

Results for C=CCc1ccccc1OCC(=O)N/N=C/c1ccccc1OCC ?
bCat KO growth: 96; E-sel TNF inh: 2; NPY-Y2 antag: 9; Yeast growth inh: -45; PTEN del growth: 110; MRP-1 activ: 1.8; Phagocytosis inh: 1; Yeast lifespan up: 2; GALR2 antag: -2; Measles CPE: 2

How did COc1c(Cl)cc(Cl)cc1C(=O)Nc1ccc(C(=O)O)cc1 do in these assays?
bCat KO growth: 98; E-sel TNF inh: -6; NPY-Y2 antag: -1; Yeast growth inh: -18; PTEN del growth: 89; MRP-1 activ: -1.9; Phagocytosis inh: -4; Yeast lifespan up: -1; GALR2 antag: 2; Measles CPE: 4

What do the screens show for `CCOC(=O)c1ccc(NC(=O)CNC(=O)C2CCCCC2)cc1`?
bCat KO growth: 93; E-sel TNF inh: 21; NPY-Y2 antag: 2; Yeast growth inh: -35; PTEN del growth: 90; MRP-1 activ: -0.1; Phagocytosis inh: 0; Yeast lifespan up: -14; GALR2 antag: 10; Measles CPE: 15

Results for Cc1cc(NC(=O)c2sc(Nc3cccc(C(F)(F)F)c3)nc2N)no1 ?
bCat KO growth: 35; E-sel TNF inh: -36; NPY-Y2 antag: -2; Yeast growth inh: -14; PTEN del growth: 14; MRP-1 activ: -0.9; Phagocytosis inh: 0; Yeast lifespan up: -11; GALR2 antag: 6; Measles CPE: 3

What do the screens show for `c1ccc(-c2ccc(-c3cnc4n3CCCCC4)cc2)cc1`?
bCat KO growth: 78; E-sel TNF inh: -4; NPY-Y2 antag: 24*; Yeast growth inh: -18; PTEN del growth: 79; MRP-1 activ: -1.0; Yeast lifespan up: -4; GALR2 antag: -9; Measles CPE: 12

Continued; it opens with the 3 that closed the last part.
What do the screens show for `CCOC(=O)c1ccc(NC(=O)CNC(=O)C2CCCCC2)cc1`?
bCat KO growth: 93; E-sel TNF inh: 21; NPY-Y2 antag: 2; Yeast growth inh: -35; PTEN del growth: 90; MRP-1 activ: -0.1; Phagocytosis inh: 0; Yeast lifespan up: -14; GALR2 antag: 10; Measles CPE: 15

Results for Cc1cc(NC(=O)c2sc(Nc3cccc(C(F)(F)F)c3)nc2N)no1 ?
bCat KO growth: 35; E-sel TNF inh: -36; NPY-Y2 antag: -2; Yeast growth inh: -14; PTEN del growth: 14; MRP-1 activ: -0.9; Phagocytosis inh: 0; Yeast lifespan up: -11; GALR2 antag: 6; Measles CPE: 3

What do the screens show for `c1ccc(-c2ccc(-c3cnc4n3CCCCC4)cc2)cc1`?
bCat KO growth: 78; E-sel TNF inh: -4; NPY-Y2 antag: 24*; Yeast growth inh: -18; PTEN del growth: 79; MRP-1 activ: -1.0; Yeast lifespan up: -4; GALR2 antag: -9; Measles CPE: 12

How did CCn1c(=O)c2cc(S(=O)(=O)NCCOc3ccccc3)ccc2n(CC)c1=O do in these assays?
bCat KO growth: 99; E-sel TNF inh: -34; NPY-Y2 antag: 6; Yeast growth inh: -27; PTEN del growth: 95; MRP-1 activ: -1.2; Phagocytosis inh: -1; Yeast lifespan up: -1; GALR2 antag: 5; Measles CPE: 7

What do the screens show for `C=CCSc1nc2ccccc2[nH]1`?
bCat KO growth: 111; NPY-Y2 antag: -1; Yeast growth inh: -32; PTEN del growth: 101; MRP-1 activ: 0.7; Phagocytosis inh: 0; Yeast lifespan up: 3; GALR2 antag: 7; Measles CPE: 4

How did COCCOC(=O)C1=C(C)NC2=C(C(=O)CC(c3cccs3)C2)C1c1ccsc1 (stereo not given) do in these assays?
bCat KO growth: 95; E-sel TNF inh: 32; NPY-Y2 antag: 3; Yeast growth inh: -20; PTEN del growth: 87; MRP-1 activ: -0.6; Phagocytosis inh: 0; Yeast lifespan up: 0; GALR2 antag: 8; Measles CPE: 5

What do the screens show for `CC(NC(=O)C12CC3CC(CC(C3)C1)C2)C(=O)N/N=C/C1=C(N2CCOCC2)C(=C\c2ccccc2)/CC1` (stereo not given)?
bCat KO growth: 65; E-sel TNF inh: 5; NPY-Y2 antag: -2; Yeast growth inh: -57; PTEN del growth: 62; MRP-1 activ: -1.3; Phagocytosis inh: -10; Yeast lifespan up: -1; GALR2 antag: 0; Measles CPE: 12

How did CC(=O)Oc1cc(C(C)C)c(OCCN(C)C)cc1C do in these assays?
bCat KO growth: 109; E-sel TNF inh: -17; NPY-Y2 antag: -1; Yeast growth inh: -42; PTEN del growth: 105; MRP-1 activ: -0.7; Yeast lifespan up: 4; GALR2 antag: 4; Measles CPE: 6

What do the screens show for `CC1CC(C)CN(CC(=O)N2CCc3[nH]c4ccccc4c3C2)C1` (stereo not given)?
bCat KO growth: 91; E-sel TNF inh: 19; NPY-Y2 antag: 1; Yeast growth inh: -20; PTEN del growth: 92; MRP-1 activ: -1.6; Phagocytosis inh: 0; Yeast lifespan up: -3; GALR2 antag: -1; Measles CPE: 4

What do the screens show for `Cc1cc(-c2n[nH]c(=S)n2/N=C/c2sccc2C)n[nH]1`?
bCat KO growth: 93; NPY-Y2 antag: 2; Yeast growth inh: -14; PTEN del growth: 92; MRP-1 activ: -1.3; Phagocytosis inh: 0; Yeast lifespan up: -4; GALR2 antag: 2; Measles CPE: 18

Results for COc1ccc(C)cc1NC(=O)c1cnc2n(c1=O)CCS2 ?
bCat KO growth: 89; E-sel TNF inh: 11; NPY-Y2 antag: -2; Yeast growth inh: 4; PTEN del growth: 98; MRP-1 activ: -1.9; GALR2 antag: 1; Measles CPE: 5

What do the screens show for `COc1cc(/C=C(/C(=O)c2cccs2)c2nc3ccccc3[nH]2)ccc1O`?
bCat KO growth: 3.8*; E-sel TNF inh: 22; NPY-Y2 antag: 2; Yeast growth inh: -53; PTEN del growth: 2.0*; MRP-1 activ: -6.7; Phagocytosis inh: 1; Yeast lifespan up: -25; GALR2 antag: 25; Measles CPE: 6

Results for COC(=O)c1ccccc1NC(=O)Nc1cccnc1 ?
bCat KO growth: 96; E-sel TNF inh: 6; NPY-Y2 antag: 1; Yeast growth inh: -7; PTEN del growth: 100; MRP-1 activ: 1.4; Phagocytosis inh: -3; Yeast lifespan up: -9; GALR2 antag: -11; Measles CPE: 12

What do the screens show for `CC(C)(C)CC(C)(C)c1ccc(O)c(CN2CCN(CCC#N)CC2)c1`?
bCat KO growth: 62; E-sel TNF inh: 11; NPY-Y2 antag: 5; Yeast growth inh: -16; PTEN del growth: 67; MRP-1 activ: -2.2; Phagocytosis inh: -2; Yeast lifespan up: -10; GALR2 antag: -13; Measles CPE: 8

How did O=[N+]([O-])c1nn(-c2ccc3c(c2)OCCO3)n(O)c1=Nc1ccc(Cl)cc1 do in these assays?
bCat KO growth: 91; E-sel TNF inh: 13; NPY-Y2 antag: 1; Yeast growth inh: -25; PTEN del growth: 79; MRP-1 activ: 1.9; Yeast lifespan up: -18; GALR2 antag: -4; Measles CPE: 4

Results for O=[N+]([O-])c1ccc(Oc2ccc(S(=O)(=O)Nc3ccccc3)cc2)cc1 ?
bCat KO growth: 55; NPY-Y2 antag: 3; Yeast growth inh: -28; PTEN del growth: 61; MRP-1 activ: -3.0; Phagocytosis inh: -7; Yeast lifespan up: -1; GALR2 antag: 3; Measles CPE: 28

How did Cn1c(N)c(C(=O)COC(=O)C2=COCCO2)c(=O)n(C)c1=O do in these assays?
bCat KO growth: 86; E-sel TNF inh: 8; NPY-Y2 antag: -2; Yeast growth inh: -12; PTEN del growth: 100; MRP-1 activ: -0.8; Phagocytosis inh: 0; Yeast lifespan up: 0; GALR2 antag: -1; Measles CPE: 13

How did COC(=O)c1nnn(-c2nonc2N)c1-c1cccs1 do in these assays?
bCat KO growth: 90; NPY-Y2 antag: 4; Yeast growth inh: -32; PTEN del growth: 94; MRP-1 activ: -2.2; Yeast lifespan up: -21; GALR2 antag: 4; Measles CPE: 31
